# mABHD4 FP: inhibits mouse alpha/beta hydrolase domain 4; purified mABHD4, FP-Rh probe fluorescence polarization; 370,000 compounds, 0.54% hits; AID 720543; inhibition, % at 8.92 µM; Q8VD66;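 active = inhibition exceeding the mean over every tested compound plus 3 SD, cut at about 30% in these data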;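 note: 0% = plate median of compound wells and 100% = S159A mutant with DMSO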
# Target sequence (Q8VD66 whole entry, looked up, the tested form may be a part): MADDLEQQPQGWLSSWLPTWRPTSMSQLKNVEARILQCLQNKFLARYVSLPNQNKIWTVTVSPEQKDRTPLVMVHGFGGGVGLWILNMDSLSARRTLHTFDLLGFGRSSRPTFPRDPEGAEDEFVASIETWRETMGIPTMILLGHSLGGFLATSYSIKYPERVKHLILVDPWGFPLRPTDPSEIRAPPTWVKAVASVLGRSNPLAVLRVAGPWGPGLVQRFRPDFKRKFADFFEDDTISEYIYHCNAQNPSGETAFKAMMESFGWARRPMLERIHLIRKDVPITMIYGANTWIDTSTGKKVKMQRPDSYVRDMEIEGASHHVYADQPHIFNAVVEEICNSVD
#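 Assay system: mouse ABHD4 enzyme, wild type / Also added: fluorescent activity-based probe FP-Rh / Doses: single nominal dose of 8.92 µM, 0.89% DMSO final / Timing: 45 min compound pre-incubation plus 60 min probe step, 25 °C / Signal: FP readout, ex 525 nm / em 598 nm / Control set: S159A mutant/DMSO as 100%, compound-well median as 0%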
# ARFGAP1 inh: inhibits rat ARF GTPase activating protein 1 | Q62848 | Arfgap1-stimulated ARF1 GTP hydrolysis, GDP FP detection | inhibition, % at 16.5 µM | 360,000 compounds, 0.26% hits;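 active = inhibition above a per-plate limit, mean inhibition of low control wells plus 3 SD, cut at about 25% in these data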;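 note: 0% = DMSO wells with enzyme and 100% = wells lacking Arfgap1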
# Target sequence (Q62848 1-136 limits assumed): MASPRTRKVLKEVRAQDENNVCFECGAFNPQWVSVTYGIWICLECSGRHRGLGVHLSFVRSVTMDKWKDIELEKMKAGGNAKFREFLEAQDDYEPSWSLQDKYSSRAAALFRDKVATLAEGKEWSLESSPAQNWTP
#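 Material: truncated rat Arfgap1 GAP domain; Incubation: compound-enzyme preincubation 20 min, reaction 120 min, detection 60 min, 25 °C; Read-out: percent inhibition of Arfgap1-stimulated GTP hydrolysis; Technique: FP, GDP Alexa 633 tracer displaced from anti-GDP antibody, 620/688 nm; Controls: No-Arfgap1 wells (100%) versus DMSO full-reaction wells (0%); Replication: single well per compound.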
# SMARCA2 activ: increases SMARCA2 function in MMTV reporter cells; activation, % at 9.1 µM; 370,000 compounds, 1% hits; MG213 cells, MMTV-luciferase reporter, dexamethasone, overnight; in the data active = activation above about 7.8%;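 note: 0% = vehicle wells and 100% = reference activator wells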
# NR1D1 modulator: modulates human Rev-erb alpha binding to DNA. Rev-erbα–FITC-DNA binding, fluorescence polarization, 90 min. activity, % at 10 µM. 370,000 compounds, 0.79% hits;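 active = activity above about 14%, limit read from the data; passing the limit was not always enough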;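 note: 0% = DMSO wells with 35 nM protein and 100% = DMSO wells with 750 nM protein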
# HTRA1 inhibitor: inhibitors of human serine peptidase HTRA1; inhibition, % at 5.96 µM; 340,000 compounds, 0.5% hits; Q92743; recombinant HTRA1, FP-rhodamine activity-based probe, fluorescence polarization; in the data active = inhibition above about 36%;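 note: 0% = enzyme with DMSO and 100% = wells lacking enzyme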
# rCAG binder: binds r(CAG) RNA repeats; r(CAG) RNA repeat, TO-PRO-1 dye displacement fluorescence; inhibition, % at 3 µM; 370,000 compounds, 1.3% hits;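 active = inhibition above the plate cutoff, the mean of all test compounds on that plate plus 3 SD, cut at about 35% in these data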;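 note: 0% = DMSO alone and 100% = 100 µM mitoxantrone as full dye displacement; higher means more dye released from RNA so lower well fluorescence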
# GC-B act: GC-B (human) receptor activation; P20594; HEK293-GC-B cells, CNP EC30, cGMP TR-FRET; 0% at EC30 CNP, 100% saturating CNP; activation, % at 10 µM; 370,000 compounds, 0.11% hits; AID 1920062;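 active = activation at 10 µM reaching about 35% in either raw or pattern-adjusted values, limit read from the data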
# GC-A act: GC-A (human) enzyme activation | 370,000 compounds, 0.14% hits | activation, % at 10 µM | HEK293 GC-A cells, cGMP TR-FRET, EC30 ANP; 0% at EC30 ANP, 100% saturating ANP | P16066; in the data active = activation above about 40%
# ASAP1 GAP inh: blocks human ASAP1-stimulated Arf1 GTP hydrolysis. 360,000 compounds, 0.19% hits. GDP FP detection. Q9ULH1. inhibition, % at 16.5 µM; in the data active = inhibition above about 25%;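 note: 0% = vehicle with enzyme and substrate and 100% = no enzyme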
# Target sequence (Q9ULH1 325-724 limits assumed): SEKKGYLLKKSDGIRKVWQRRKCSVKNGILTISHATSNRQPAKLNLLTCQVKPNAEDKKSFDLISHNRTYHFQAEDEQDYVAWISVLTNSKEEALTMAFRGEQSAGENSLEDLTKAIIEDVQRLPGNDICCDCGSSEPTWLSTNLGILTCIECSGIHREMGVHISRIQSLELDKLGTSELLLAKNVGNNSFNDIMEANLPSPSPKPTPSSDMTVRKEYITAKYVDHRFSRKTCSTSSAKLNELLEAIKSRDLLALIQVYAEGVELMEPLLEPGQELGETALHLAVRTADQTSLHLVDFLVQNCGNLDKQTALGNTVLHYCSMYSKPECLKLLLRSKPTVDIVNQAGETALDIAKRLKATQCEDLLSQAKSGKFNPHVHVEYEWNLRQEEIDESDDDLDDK
# PG9 binder: small molecules binding HIV-1 gp120 antibody PG9; TR-FRET gp120-PG9 antibody binding; inhibition, % at 6.7 µM; 360,000 compounds, 0.43% hits; in the data active = inhibition above about 8.5%
# Active calls of the source: *; · = no result given.
SMILES,mABHD4 FP,ARFGAP1 inh,SMARCA2 activ,NR1D1 modulator,HTRA1 inhibitor,rCAG binder,GC-B act,GC-A act,ASAP1 GAP inh,PG9 binder
Cc1ccc(CNC(=O)C(Cc2ccccc2)n2cccc2)cc1 (centres undefined),-4,-12,-3,3,-3,-5,-12,0,-2,0.7
CCN1C(=O)/C(=C\c2ccncc2)SC1=S,4,4,-1,-3,-1,-2,-6,-7,-8,-1.5
COc1ccc(NC(=O)C2=CC(c3ccco3)=NS(=O)(=O)N2C)cc1OC,3,-7,1,-4,4,1,-5,-3,2,-0.6
Cc1cc(C)c2c(N)c(C(=O)Nc3ccc([N+](=O)[O-])cc3)sc2n1,1,6,8.5*,-32,6,2,4,-7,10,-0.5
CCn1c(C)c(C)c2cc(C(=O)NCCCN3CCCCC3)ccc21,-16,3,-3,-6,8,0,-5,-4,-5,-2.6
O=C(NCCOc1ccccc1)c1ncn[nH]1,2,-10,1,-2,6,3,3,1,1,2.0
Cc1ccc(-c2nsc3c(N4CCC(C(N)=O)CC4)ncnc23)cc1,0,-10,5,15,1,-2,-10,21,9,0.2
COc1ccc(C(=O)NCc2nnc(SCC(=O)N3CCC(C)CC3)o2)cc1OC,-9,-1,-3,-3,-2,0,3,-4,-4,-3.4
O=C(NCCc1ccc(F)cc1)c1ccc(S(=O)(=O)N2CCCC2)cc1,-3,-10,0,2,5,6,3,0,-10,0.9
O=C(O)CCCNc1ccc([N+](=O)[O-])c(NCCCC(=O)O)n1,-4,6,-4,-8,·,1,-8,-3,8,-0.2
CN(C)CCCNCCCCNC(=O)/C=N/O,-4,8,-2,-1,2,-1,-6,4,-12,-0.4
CCOc1ccc(S(=O)(=O)N(C(=O)c2ccco2)c2cc3sc(=O)oc3c3ccccc23)cc1,42*,10,-4,-3,11,78*,-4,-2,3,1.0
C=CCNC(=S)Nc1ccc(Br)cc1F,-12,-6,-1,8,0,3,3,5,-3,0.0
O=NN(CCCl)C(=O)NCC1=C[N+](=O)CC=C1,-4,12,-3,-1,·,1,4,-2,4,2.3
CCc1nnc(NC(=O)c2sc3nc4c(cc3c2N)CCCCC4)s1,18,0,6,-4,-3,31,3,5,12,-0.4
COc1cccc(CNC(=O)CCC2CCCN(C(=O)c3ccoc3C)C2)c1 (centres undefined),3,-1,1,-2,8,-1,0,0,-8,0.3
Cc1cc(C)nc(N2CCCC(C(=O)Nc3nnc(C(C)(C)C)s3)C2)n1 (centres undefined),-3,3,-1,-2,6,0,-1,-1,-8,1.3
CC(NC(=O)NCCCC(=O)O)(C(F)(F)F)C(F)(F)F,-2,10,-1,4,2,-1,-6,4,-17,1.2
Cc1ccc(C(=O)NCC(C)NC(=O)c2ccc(C)c(C)c2)cc1C (centres undefined),0,8,1,-4,4,-3,-10,-7,3,-0.7
C/C(=N\NC(=O)c1ccco1)c1ccc(C(=O)O)s1,5,-6,1,0,4,-2,-1,4,-4,0.7
CC(=O)Nc1sc(C)c(C)c1C(=O)OCC(=O)Nc1cc(S(C)(=O)=O)ccc1Cl,4,-3,-2,8,-3,6,-2,6,-8,1.6
CC1(C)Cc2ccccc2-c2nnc(-c3ccco3)n21,-6,10,-1,-2,-3,-3,0,3,-6,0.6
O=C(c1cc(=O)[nH]c2ccccc12)N1CC=C(c2ccccc2)CC1,0,-2,2,-3,0,0,5,0,-10,-2.1
COc1cc(CN2C[C@@H](CO)O[C@@H](n3cnc4c(N5CCOCC5)ncnc43)C2)cc(OC)c1OC,-4,3,-3,-1,·,1,-4,-6,4,2.3
COc1cc(S(=O)(=O)N2CCCCCC2)c(OC)cc1Br,1,1,-2,5,1,-4,-3,-6,4,1.0
# (cont.)
SMILES,mABHD4 FP,ARFGAP1 inh,SMARCA2 activ,NR1D1 modulator,HTRA1 inhibitor,rCAG binder,GC-B act,GC-A act,ASAP1 GAP inh,PG9 binder
Cn1c2ccsc2c2ncn(Cc3ccccc3F)c(=O)c21,-11,-5,0,-6,-10,7,-6,0,-1,2.4
COc1cc(OC)nc(Nc2nc(C(N)Cc3ccc(Cl)cc3)cs2)n1 (centres undefined),19,5,-2,-2,·,20,-13,-28,6,-1.7
COc1ccccc1CN1CC(C(=O)NCc2ccc(N3CCCC3=O)cc2)CCC1=O (centres undefined),-4,2,5,-1,-3,-2,7,1,-1,-0.2
FC(F)(F)c1nc(N2CCCC2)ncc1-c1nnnn1-c1ccc(Cl)cc1,-7,-2,-6,10,-20,-10,-11,-15,-6,-1.8
COc1ccc(N2C(=O)CSC2c2ccc3c(c2)OCO3)c(OC)c1 (centres undefined),-7,-9,-2,0,2,-5,-12,-15,1,0.7
CCCC(=O)OC12CCCN(C1)/C(=C/c1cccc(N(C)C)c1)C2 (centres undefined),9,·,-3,2,·,0,-11,3,·,·
CC(C)(C)Cc1nc(-c2ccccn2)no1,9,11,3,-2,-2,-3,5,-1,-1,2.1
C=CCN(CC=C)CCOc1cccc2ccccc12,0,-3,-3,10,-3,-3,-1,-2,3,-1.2
O=S(=O)(c1ccc(Cl)s1)N1CCC(c2cn3ccccc3n2)CC1,0,·,-4,0,·,8,-6,-4,·,·
Cc1nc2ccc(NC(=O)N3CCN(c4ccccn4)CC3)cc2s1,6,-4,-4,1,2,-7,-2,-1,-5,2.1
O=C(c1ccco1)N1CCN(Cc2cccc(F)c2)CC1,-5,1,-3,3,1,-2,-3,-4,1,-1.9
C[C@@H]1ON(C)[C@H]2C[C@H]3c4cc(N5CCCCC5)ccc4CCN3C[C@@H]12,-2,3,0,1,·,1,4,0,5,-1.8
Cc1ccc(-n2c(SCC(=O)Nc3nccs3)nc3c(c2=O)SCC3)cc1,6,-2,1,-13,-1,0,-5,-4,-26,0.9
CCOC(=O)C1CCCN(C(=O)c2cc(S(=O)(=O)N3CCCCC3)ccc2Cl)C1 (centres undefined),0,-2,-4,-4,1,-1,-3,-1,-3,0.2
COC(=O)C1=C(C)N(Cc2cccc(C(F)(F)F)c2)C(=NCc2ccc3c(c2)OCO3)NC1c1cccc(F)c1 (centres undefined),22,5,-4,-2,·,5,-22,-23,4,1.7
CCn1c(SCC(=O)Nc2cc(C)on2)nnc1-c1ccco1,9,20,-3,3,9,4,-2,-6,3,0.1
CCOc1cc(C(=O)NCC(=O)N/N=C/c2sccc2C)cc(OCC)c1OCC,3,0,-2,-2,7,-1,1,0,-11,0.2
COc1ccc(-c2cc(C(=O)Nc3cc(C)on3)c3ccccc3n2)c(OC)c1,16,0,-5,-3,-31,6,0,5,-1,0.6
Cc1cc(C)c(NC(=O)CNC(=O)COC(=O)Cc2cccs2)c(C)c1,-4,5,-5,2,0,-5,1,0,0,0.8
COc1cc2[nH]c(=S)n(Cc3ccco3)c(=O)c2cc1OC,0,-8,-2,-2,-3,16,0,0,7,-0.2
CC1CCN(CC(O)COc2ccc(-c3ccccc3)cc2)CC1 (centres undefined),6,-6,-2,-6,0,2,4,0,4,-0.2
Cn1c(=O)n(C)c2cc(N3CCOCC3)c(NC(=O)c3cccc(Cl)c3)cc21,3,-9,2,-2,-4,-1,-4,1,9,1.3
Cc1ccccc1Nc1nc(-c2ccccc2)c(C(=O)Nc2cccnc2)s1,-20,-7,1,3,-16,-2,-1,-1,-4,-4.0
C[C@H](NC(=O)c1nc[nH]c1C(=O)N[C@@H](CCCCN)C(=O)OC(C)(C)C)C(=O)OC(C)(C)C,5,-2,-1,2,0,5,5,5,9,0.7
COc1ccccc1CCNC(=O)c1ccc(Br)s1,118*,-1,2,4,-12,-7,-9,-5,0,-0.3

# An excerpt from above in order of their number in ARFGAP1 inh, falling:
mol,mABHD4 FP,ARFGAP1 inh,SMARCA2 activ,NR1D1 modulator,HTRA1 inhibitor,GC-B act,GC-A act,ASAP1 GAP inh,PG9 binder
FC(F)(F)c1nc(N2CCCC2)ncc1-c1nnnn1-c1ccc(Cl)cc1,-7,-2,-6,10,-20,-11,-15,-6,-1.8
C/C(=N\NC(=O)c1ccco1)c1ccc(C(=O)O)s1,5,-6,1,0,4,-1,4,-4,0.7
O=C(NCCc1ccc(F)cc1)c1ccc(S(=O)(=O)N2CCCC2)cc1,-3,-10,0,2,5,3,0,-10,0.9

# (further entries)
SMILES,mABHD4 FP,ARFGAP1 inh,SMARCA2 activ,NR1D1 modulator,HTRA1 inhibitor,rCAG binder,GC-B act,GC-A act,ASAP1 GAP inh,PG9 binder
CSc1sc(C(=O)O)c(C)c1C(C)=O,-3,-5,0,6,8,0,-10,-2,0,0.1
O=C(O)C1=C[C@H](C2CC2)C[C@H](OCc2ccc(CO)cc2)O1,1,-14,-1,3,-1,8,0,-2,6,-0.5
COc1cccc(C(=O)NNC(=O)c2cccnc2)c1,2,-4,-2,-1,8,-1,6,0,-9,-0.3
CCCC(=O)Nc1ccc(Cl)c(NC(=O)c2cccnc2Cl)c1,0,-12,0,2,0,0,8,-4,-1,0.9
CCN(CC(=O)N1CCN(Cc2ccccc2)CC1)S(=O)(=O)c1ccc(F)cc1,7,5,-3,1,4,-12,3,4,-2,-0.1
OC[C@@H]1[C@@H](c2ccc(F)cc2)C(c2cccc(Cl)c2)=NN1c1ccccc1,-4,8,-2,-7,0,8,-9,0,17,1.8
O=C(C1COc2ccccc2O1)N1CCc2ccccc2C1 (centres undefined),0,4,3,-4,-2,-3,-7,-3,-14,0.6
COC(=O)C1=C(C)N(CCc2c[nH]c3ccc(OC)cc23)C(=O)C1,-1,-1,2,-1,10,6,-2,-1,-9,1.3
CCOC(=O)C1CCN(C(=O)c2ccc(OCC(=O)Nc3cccc(C(F)(F)F)c3)c(OC)c2)CC1,-7,-6,-6,-6,-2,-7,7,6,1,0.8
COCOCCn1cc(CN2CCS(=O)(=O)N(Cc3ccc(-c4cccc(N(C)C)c4)cc3)C(CC(C)C)C2=O)nn1 (centres undefined),-14,21,-6,0,1,7,2,-2,4,-2.1
CCO/C(C)=C1\C(=O)N(CC)c2ccccc21,2,1,0,2,2,-1,-2,-3,9,-0.3
COC(=O)C1=C(C(=O)OC)[C@@H]2N(C)c3ccccc3[C@@]23C[C@@H](C(=O)OC)N(C(=O)CC(C)C)C3=N1,-4,10,-1,1,-11,2,-14,-13,-6,-0.3
O=C(NCCN1CCCC1=O)C1CCC(=O)N(CCc2cccc(F)c2)C1 (centres undefined),-9,13,-3,-3,6,-5,-1,0,0,-1.0
O=C(c1ccc(Cl)cc1)c1cnc(-c2ccc(Cl)cc2)s1,6,5,-3,3,2,-2,5,6,-6,1.2
O=C(Cn1cnc2ccccc21)NCCCN1CCOCC1,-5,1,4,0,3,1,1,2,-8,-2.5
CS(=O)(=O)N1CCCC(C(=O)NCCCN2CCC(Cc3ccccc3)CC2)C1 (centres undefined),4,1,3,-2,4,-3,3,0,3,-2.0
Cc1ccc(C(=O)NCc2ccco2)cc1S(=O)(=O)N1CCOCC1,3,7,-2,1,-3,1,-1,0,-5,-2.5
Cc1ccc(-c2nnc3c(C(F)(F)F)nc4ccccc4n23)cc1,4,15,-1,-6,-2,0,4,0,-11,1.4
Cc1ccc(SCC(=O)OC(C)C(=O)NC2(C#N)CCCCC2)cc1 (centres undefined),2,4,0,1,5,-6,8,5,-2,1.1

# High-throughput results deposited in PubChem BioAssay by several laboratories.

# Random draw from the library; overall some 4.4% were active at least once.
